Screening data (PubChem BioAssay)
Bcl-2 Bim block: inhibitors of Bim-Bcl-2 binding, primary screen, biochemical, multiplexed, human Bcl-2 family; Apoptosis regulator Bcl-2 (Homo sapiens), P10415; Bead-based flow cytometry, Bim peptide-Bcl-2 binding; inhibition, % at 10 µM; 190,000 compounds, 0.06% hits; in the data active means inhibition above about 40%; inconclusive means no clear call, values can overlap the other calls;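 further: 0% = no compound wells with probe peptide and 100% = reference peptide inhibitor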
Mcl1 Noxa PPI: Mcl-1/Noxa binding inhibitors, primary screen, biochemical, TR-FRET, 1536-well | TR-FRET Mcl-1/Noxa peptide binding, 2 h | inhibition, % at 21.7 µM | 220,000 compounds, 1.5% hits;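 active means compounds that cut the protein-peptide binding signal by more than 50% relative to plate controls in a single-dose test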;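 further: His-tagged Mcl-1 with rhodamine Noxa BH3 peptide and terbium anti-His antibody; 0% = Mcl-1 plus Noxa peptide wells and 100% = peptide-only wells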
Target sequence (Q07820 whole entry, looked up): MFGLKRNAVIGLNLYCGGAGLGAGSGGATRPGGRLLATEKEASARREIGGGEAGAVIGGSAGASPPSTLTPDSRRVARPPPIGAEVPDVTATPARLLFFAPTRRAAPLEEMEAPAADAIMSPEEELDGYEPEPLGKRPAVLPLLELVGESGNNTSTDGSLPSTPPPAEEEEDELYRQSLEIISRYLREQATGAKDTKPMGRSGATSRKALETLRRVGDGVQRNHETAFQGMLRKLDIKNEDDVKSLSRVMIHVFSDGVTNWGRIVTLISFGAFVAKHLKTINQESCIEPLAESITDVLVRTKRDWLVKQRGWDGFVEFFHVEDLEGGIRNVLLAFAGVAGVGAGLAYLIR
Bim-Bfl-1: inhibitors of Bim binding to Bfl-1, primary screen, biochemical, multiplexed, bead-based flow cytometry | Bcl-2-related protein A1 (Homo sapiens), Q16548 | Bim-Bfl-1 binding inhibition | inhibition, % at 10 µM | 190,000 compounds, 0.12% hits | AID 1008, 2008;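 further: 0% = wells without compound plus tracer and 100% = blocker peptide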
Mcl1-Bid inh: Mcl-1/Bid binding inhibitors, primary screen, biochemical, TR-FRET, 1536-well; 220,000 compounds, 0.97% hits; TR-FRET Mcl-1/Bid-Dy647 peptide binding; inhibition, % at 21.7 µM; Induced myeloid leukemia cell differentiation protein Mcl-1 (Homo sapiens), Q07820;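 active means compounds that cut the binding signal by more than half at the single screening dose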;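 further: His-tagged Mcl-1 with europium anti-His antibody binding Bid BH3 peptide; 0% = Mcl-1 plus peptide wells and 100% = peptide-only wells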
Bcl-XL Bim block: inhibitors of Bim-Bcl-XL binding, primary screen, biochemical, multiplexed, bead flow cytometry, human Bcl-XL; inhibition, % at 10 µM; 190,000 compounds, 0.04% hits; Bim peptide-Bcl-XL binding, fluorescence; Bcl-2-like protein 1 (Homo sapiens), Q07817
Target sequence (Q07817 whole entry, looked up): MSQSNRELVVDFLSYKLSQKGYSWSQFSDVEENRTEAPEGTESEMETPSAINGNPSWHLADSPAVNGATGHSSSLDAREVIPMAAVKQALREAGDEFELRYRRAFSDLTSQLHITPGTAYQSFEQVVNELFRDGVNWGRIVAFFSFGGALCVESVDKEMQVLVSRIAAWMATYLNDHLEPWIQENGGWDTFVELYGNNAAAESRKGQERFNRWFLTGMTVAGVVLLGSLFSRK
RGS8-Gao reg: RGS8-Galphao binding modulators, primary screen, biochemical, multiplexed bead flow cytometry | Guanine nucleotide-binding protein G(o) subunit alpha (Homo sapiens), P09471 | actives lie on both sides | response (percent of control binding), % at 10 µM | 220,000 compounds, 0.34% hits | AID 1423, 2008; in the data active means response below about 60% or above about 140%; inactive means in between;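 further: Galphao activated as the GDP aluminium fluoride complex binding bead-coupled RGS8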
Bcl-B Bim block: inhibitors of Bim-Bcl-B binding, primary screen, biochemical, multiplexed, human Bcl-2 family. AID 951, 2007. 190,000 compounds, 0.073% hits. bead-based flow cytometry, Bim peptide-Bcl-B binding. Bcl-2-like protein 10 (Homo sapiens), Q9HD36. inhibition, % at 10 µM;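 further: 0% = tracer peptide without compound and 100% = reference inhibitor peptide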
Target sequence (Q9HD36 whole entry, looked up): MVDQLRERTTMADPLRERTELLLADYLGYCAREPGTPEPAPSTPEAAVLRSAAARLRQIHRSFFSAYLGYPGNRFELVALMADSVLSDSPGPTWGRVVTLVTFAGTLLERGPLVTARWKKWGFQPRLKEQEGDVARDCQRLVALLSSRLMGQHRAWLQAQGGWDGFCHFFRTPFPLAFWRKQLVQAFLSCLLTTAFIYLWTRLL
Bcl-W Bim block: inhibitors of Bim binding to Bcl-W, primary screen, biochemical, multiplexed, bead-based flow cytometry. AID 952, 2007. Bcl-2-like protein 2 (Homo sapiens), Q92843. 190,000 compounds, 0.02% hits. inhibition, % at 10 µM. Bim peptide-Bcl-W binding;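 further: 0% = bound tracer without compound and 100% = peptide blocker; higher means less fluorescent Bim peptide bound to Bcl-W beads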
Target sequence (Q92843 whole entry, looked up): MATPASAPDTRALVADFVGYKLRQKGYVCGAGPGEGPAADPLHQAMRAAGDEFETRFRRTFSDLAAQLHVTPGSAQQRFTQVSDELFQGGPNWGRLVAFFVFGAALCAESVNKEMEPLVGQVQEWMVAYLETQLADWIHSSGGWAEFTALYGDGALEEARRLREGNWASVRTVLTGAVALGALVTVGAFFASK
Mcl-1 Bim block: inhibitors of Bim peptide binding to Mcl-1, primary screen, biochemical, bead-based flow cytometry, multiplex | 190,000 compounds, 0.1% hits | inhibition, % at 10 µM | Bim peptide-Mcl-1 binding | Induced myeloid leukemia cell differentiation protein Mcl-1 (Homo sapiens), Q07820;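 further: 0% = no compound tracer wells and 100% = peptide blocker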
RGS7-Gao: RGS7-Galphao binding modulators, primary screen, biochemical, multiplexed bead flow cytometry; Guanine nucleotide-binding protein G(o) subunit alpha (Homo sapiens), P09471; actives lie on both sides; binding response (% of control), % at 10 µM; 220,000 compounds, 0.35% hits; in the data active means binding response below about 49% or above about 150%; inconclusive means no clear call, values can overlap the other calls; inactive means in between;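 further: fluorescent Galphao held in activated GDP-AlF4 state binding bead-coupled RGS7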
RGS4-Gao reg: modulators of RGS4 binding to Galphao, primary screen, biochemical, multiplexed bead flow cytometry; 220,000 compounds, 0.33% hits; Guanine nucleotide-binding protein G(o) subunit alpha (Homo sapiens), P09471; binding response (% of control), % at 10 µM; actives lie on both sides; in the data active means binding response below about 49% or above about 150%; inactive means in between;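 further: fluorescent Galphao activated with aluminum fluoride binding bead-coupled RGS4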
Numbers without * were called inactive; ? = inconclusive; / = not tested or not shown; [ ] = remark or other dose. Unless noted, no stated cut-off is given here; in the data, active means inhibition above about 40%.

SMILES	Bcl-2 Bim block	Mcl1 Noxa PPI	Bim-Bfl-1	Mcl1-Bid inh	Bcl-XL Bim block	RGS8-Gao reg	Bcl-B Bim block	Bcl-W Bim block	Mcl-1 Bim block	RGS7-Gao	RGS4-Gao reg
CCn1c(O)c(N=NC(=O)c2ccc(CSc3nncn3C)cc2)c2ccccc21	0	17	-1	-20	-4	101	-6	-2	-1	95	102
COc1ccccc1Oc1c(C)oc2c(CN3CCN(CCO)CC3)c(O)ccc2c1=O	-1	-9	-10	-14	3	104	-6	2	1	101	104
CCN(CC)CCNS(=O)(=O)c1ccc(Cl)cc1	-6	/	-5	-15	-4	101	-5	-2	-4	104	102
CCC(=O)c1cn(CC(=O)NCc2ccco2)c2ccccc12	-8	-11	-13	-33	-14	99	-10	-3	-1	94	98
CC(C)(C)c1nnc(NC(=O)C2CCN(c3ncccn3)CC2)s1	-6	16	-15	-3	-2	104	-2	-1	1	99	100
O=C(NC1CCCCC1)C(c1cccnc1)N(C(=O)c1csnn1)C1CCCC1 (configuration not stated)	-3	15	-2	-3	-8	108	-7	-5	-4	103	105
COc1ccc(C(=O)NC(=S)N(CCC(C)C)c2c(N)n(Cc3ccccc3)c(=O)[nH]c2=O)cc1	-4	23	0	-24	-4	97	-7	-2	-1	99	99
CCCc1nc2ccccc2c(NC(=O)CN(CC)CC)c1CC	-2	26	1	62*	-3	98	-2	-5	-5	91	99
CCOCCn1c(SC(C)C(C)=O)nc2c1c(=O)[nH]c(=O)n2C (configuration not stated)	/	-12	/	-3	/	103	/	/	/	?	102
Cc1cccc(C)c1NC(=O)CCCSc1nnnn1C	-2	-10	-3	-8	-1	102	-1	0	-1	98	99
CCOC(=O)CSc1nnc(CSc2nc(C)cc(C)n2)n1Cc1ccco1	-1	8	-1	-13	-1	101	-12	0	0	99	98
CCC(C)c1ccc(NC(=S)NCc2cccs2)cc1 (configuration not stated)	-3	4	0	-30	-1	101	0	1	1	101	101
COc1ccc(Cn2c(=O)c3[nH]cnc3n(-c3ccc(C)cc3)c2=O)cc1	/	18	/	-28	/	128	/	/	/	/	131
CCN(Cc1ccccc1)C(=O)CSc1nc(C)cc(C)c1C#N	-8	10	-10	-8	-1	106	-3	0	-1	106	106
C=CCn1c(-c2cccc(OCC)c2)n[nH]c1=S	-1	3	-2	-67	0	101	-26	-3	-4	102	100
O=C(C1=C[C@H](C2CCCCC2)C[C@H](OCc2ccc(CO)cc2)O1)N1CCN(Cc2ccc3c(c2)OCO3)CC1	-4	-12	-3	2	-2	104	-6	0	-2	103	105
COC(=O)C1=NNC2C(=O)N(c3ccc(C)cc3)C(=O)C12 (configuration not stated)	-4	0	-9	-7	-3	98	-6	-4	-3	99	101
CCOc1ccc(S(=O)(=O)n2ccnc2)c2ccccc12	-4	26	-6	-9	-3	100	0	2	4	98	99
O=C1C2C3C=CC(CO)(O3)C2C(=O)N1c1ccccc1-c1ccccc1 (configuration not stated)	-7	53*	-27	5	-15	94	-10	-10	-14	102	98
CSc1nnc(NC(=O)c2ccc(S(=O)(=O)N(C)C)cc2)s1	-2	13	-5	-5	-5	100	-13	-2	-1	98	98
NC(=O)c1ccc(NC(=O)C2CC2)cc1	-2	-5	-8	-30	-8	98	-3	0	0	98	96
CCCCC(=O)Nc1nnc(-c2ccc(OC)cc2)s1	-3	8	-4	0	-5	100	-7	-6	-5	101	100
FC(F)(F)c1cnc(/C=C/Nc2ccccc2Cl)c(Cl)c1	0	-16	-3	-43	1	99	0	-2	2	97	100
CCn1c(-c2cc(C3CC3)nc3ccccc23)n[nH]c1=S	2	55*	6	-11	0	94	-18	1	-5	100	96
O=C(Nc1ccccn1)c1cccs1	-4	-4	0	-3	-3	102	1	1	-1	97	100
Cc1ccc(-n2nc3c(c2NC(=O)c2ccc4c(c2)OCO4)CSC3)cc1	-8	11	-16	6	-13	101	-10	-4	-4	99	99
COc1ccc(NS(=O)(=O)c2ccc(NC(=S)NC(=O)/C=C/c3ccccc3)cc2)nn1	-10	58*	-15	-33	-8	100	-6	-7	-10	98	95
COc1ccc(/C=C/C(=O)NCCC(=O)N2CCCN(C)CC2)cc1	0	-17	-3	-5	1	100	-3	1	0	100	103
O=C(CCS(=O)(=O)c1ccc(Br)cc1)N1CCN(c2ccccc2)CC1	-11	6	-19	-32	-6	100	-8	1	-2	100	96
CCOC(=O)CNC(=O)CSc1nc(-c2cccc(C)c2)ns1	-4	9	0	-5	-4	98	-18	0	-1	102	98
C(=C\c1ccncc1)/c1ccncc1	/	5	/	-5	/	103	/	/	/	?	99
Cc1cccn2c(=O)c3cc(C(=O)NCC4CCCO4)c(=N)n(Cc4cccnc4)c3nc12 (configuration not stated)	-13	-11	-13	-21	-3	100	-1	1	0	98	98
CC1CCCCN1CCNC(=O)c1cc2c(-c3ccccc3F)nn(C)c2s1 (configuration not stated)	-2	14	-6	4	-2	102	-4	4	2	104	104
CCOC(=O)N1CCN(CCC(=O)Nc2ccc(C)c(Br)c2)CC1	-4	17	-3	-2	-2	104	-2	1	0	103	101
CCC(=O)N1N=C(c2ccc(NS(C)(=O)=O)cc2)CC1c1ccc(C)cc1 (configuration not stated)	-8	5	-7	2	-1	100	-5	2	0	99	95
COc1cc(CN2CCN(Cc3ccc(C)cc3)C(CCO)C2)cc(OC)c1O (configuration not stated)	-3	8	-6	-51	-3	98	-5	-1	-2	104	101
O=C(OCC(=O)N1CCc2ccccc21)c1nc(Cl)ccc1Cl	-2	22	-2	-35	0	100	-4	2	-1	?	99
NC(=O)c1ccsc1NC(=O)COC(=O)/C=C/c1ccc([N+](=O)[O-])cc1	/	79*	/	46	/	100	/	/	/	?	92
CCN(C(=O)c1cn(C)c(=O)c2cc(OC)c(OC)cc12)c1cc(C)ccc1C	-4	-1	0	-13	-1	99	-3	-5	-2	98	103
CN(C)/C=C1/C(=O)Nc2ccccc21	-3	13	-3	-23	-16	92	-1	-2	-3	90	89
CN(C)S(=O)(=O)c1cccc(NC(=S)NC(=O)C2CCCCC2)c1	-2	17	0	-45	-1	93	-1	1	0	101	101
CCNc1nc(NCC)n2c(SC(C)C(=O)c3ccc(C)cc3)nnc2n1 (configuration not stated)	12	9	18	40	19	104	13	14	16	102	104
COc1cc(OC)nc(Oc2cc(/C=N/O)ccc2OC)n1	-3	4	-3	-32	-3	98	-6	0	-1	?	102
COc1ccc(N2CCN(CC(=O)c3c(C)n(C)c4ccc(OC)cc34)CC2)cc1	/	14	/	-135	/	100	/	/	/	?	85
CCOC(=O)C(CCCOc1ccccc1)C(=O)OCC	-9	6	-15	-13	-4	97	-5	3	0	94	96
CC1(C)CC(CC(=O)NNc2nc(-c3ccccc3)cs2)C(=O)O1 (configuration not stated)	-2	-3	-2	-44	-6	90	-7	-2	-4	96	97
CCCCOC(=O)C(C)Nc1n[nH]c(=S)[nH]c1=O (configuration not stated)	5	4	7	-25	6	98	-3	5	2	111	108
Cc1nc(CSc2nsc(/C=C/N(C)C)c2C#N)cs1	1	14	-2	-31	0	102	2	2	1	96	99
O=C(CSc1ccc(F)cc1)NC12CC3CC(CC(C3)C1)C2	-2	13	-3	-12	0	99	0	0	0	?	102
CCCCCCCCCn1cc(C(C)=O)c(=O)[nH]c1=O	1	13	3	-30	-1	103	-1	-1	2	101	98
CCOC(=O)c1cccc(NC(=O)c2cccnc2)c1	-6	1	-9	-18	0	100	-4	9	3	98	100
COC(=O)c1ccc(O)c(Sc2cc(C(=O)OC)ccc2O)c1	1	32	0	-32	2	98	-2	2	0	94	94
O=C(CSC1CC(=O)N(c2ccc(C(=O)O)cc2)C1=O)Nc1ccc(Cl)cc1 (configuration not stated)	-2	16	-6	2	-1	99	-1	-4	0	241*[activator]	123
COC(=O)C1CCN(C(=O)Cc2ccc(OC)c(OC)c2)CC1	-7	-8	-16	5	-2	102	-6	0	-2	102	104
O=C(OCc1cc(=O)n2cc(Br)ccc2n1)c1ccc(Cl)c(S(=O)(=O)NCc2ccccc2)c1	1	-2	0	-6	-2	80	-3	-1	-4	94	90
Cc1n[nH]c(=S)n(/N=C/c2ccccn2)c1=O	-7	-65	-9	-99	-5	98	-11	-4	-3	100	98
O=C(Nc1cccc(O)c1)C(Cc1ccccc1)N1C(=O)c2cccc3cccc(c23)C1=O (configuration not stated)	-4	7	-16	48	-6	103	-6	-2	-2	100	100
O=[N+]([O-])c1ccc2c(c1)N([O-])C1(CCCCC1)[N+]2=O	/	83*	/	-24	/	35*	/	/	/	?	91
O=c1c2c(nc3cc(-c4ccccc4)[nH]n13)CCC2	0	/	-1	/	3	104	2	2	1	105	101
CCOc1ccc(N2C(=O)c3ccccc3C2=O)cc1	-5	-5	-9	-8	-8	105	-5	1	1	108	105
Next part
SMILES	Bcl-2 Bim block	Mcl1 Noxa PPI	Bim-Bfl-1	Mcl1-Bid inh	Bcl-XL Bim block	RGS8-Gao reg	Bcl-B Bim block	Bcl-W Bim block	Mcl-1 Bim block	RGS7-Gao	RGS4-Gao reg
Cc1ccc(Nc2nc(-c3c(C)n(C)n(-c4ccccc4)c3=O)c(C)s2)cc1	5	14	3	-64	1	101	4	1	4	99	102
COc1ccc(C(=O)CSc2nnc(-c3ccccn3)n2Cc2ccco2)cc1	-2	4	-1	-6	0	101	-3	1	-2	98	94
Cc1ccc(-c2nnc(N3CCN(C(=O)CSc4ncn[nH]4)CC3)c3ccccc23)cc1	-9	12	-13	7	4	99	-8	-1	-4	99	102
COC(=O)c1cccc(Oc2nc3c(c(=O)n(C)c(=O)n3C)n2C(C)C)c1	-3	8	-6	-12	-1	105	-2	2	0	106	103
CCC(Sc1nncn1C)C(=O)Nc1nnc(-c2ccccc2Cl)s1 (configuration not stated)	-8	8	-10	4	-1	101	-5	1	-1	103	106
Cc1nn(-c2ccccc2)c(Cl)c1C(=O)Nc1nnc(C2CCCC2)s1	-4	7	-9	-16	-2	102	-8	-1	-4	89	100

No enrichment for hits. Share with any hit: about 2.7%.
